Bioassay records deposited in PubChem by National Center for Advancing Translational Sciences (NCATS).
S2 tox – viability counter-screen for ATXN expression inhibitors; S2 cells (HEK-293 line with an ATXN2-luciferase reporter) viability, CellTiter-Fluor protease fluorescence, 24 h; Potency, µM (series often up to 56.7 µM), most hits filed as cytotoxic; hit rate 0.49% among 400,000; note: potency is the fitted concentration of half-maximal effect; nearly all actives have a fitted effect of over 40% in size
HT1080-NT tox – kills 2HG-producing HT-1080-NT fibrosarcoma cells; HT-1080-NT fibrosarcoma viability, CellTiter-Glo ATP luminescence, 48 h; Potency, µM (doses to about 46.1 µM), inactives show at the highest dose activity, negative = less viability, usual class: cytotoxic; hit rate 1.6% among 360,000;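 note: NT is the 2HG producing partner of a matched IDH1 knockdown line; potency is the fitted concentration of half-maximal effect; 0% = DMSO-treated cells and -100% = media-only wells without cells; nearly all actives have a fitted effect of over 55% in size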
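HT-1080-NT; 750 cells/well; 5% FBS RPMI; 48 h compound, 37 degrees C; CellTiter-Glo luminescence; curve fitting and curve-class assignment.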
IL1B secr inh – inhibitors of inflammasome signaling (IL-1 beta secretion); activity change, % at 57.5 µM; hit rate 4.7% among 360,000; THP-1 LPS/ATP IL-1B secretion, AlphaLISA, 16 h; hits give low values; in the data active = activity change below about -50%; inconclusive = mostly about -30% to -49%; note: % is set by controls: 0 for no effect and ±100 for the full control effect
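Secreted IL-1B measured by AlphaLISA bead assay after 16 h compound exposure of THP-1 cells; compounds (final up to 57.5 uM) added 1 h before LPS (250 ng/mL) and ATP (1.25 mM) stimulation; lower signal means less secretion.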
MCF10A rereplic – induces DNA re-replication in MCF 10a normal breast cells; MCF 10A DNA re-replication, Hoechst nuclear intensity, 48 h; Potency, µM (highest dose often 46.1 µM), for the others: at the highest dose activity, positive = re-replication, actives largely listed as activators; AID 624296; hit rate 2.9% among 350,000; note: potency is the fitted concentration of half-maximal effect; % of control where 0% means no effect; nearly all actives have a fitted effect of over 50% in size
KB-3-1 cytotox – kills parental KB-3-1 adenocarcinoma cells; KB-3-1 viability, CellTiter-Glo ATP luminescence, 72 h; Potency, µM (top dose mostly 46.1 µM), for the others: top-dose activity change, negative = cytotoxic, most hits filed as cytotoxic; hit rate 1.4% among 400,000; note: potency is the fitted concentration of half-maximal effect; % is set by controls: 0 for no effect and ±100 for the full control effect; nearly all actives have a fitted effect of over 60% in size
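Cytotoxicity in the drug-sensitive parental line KB-3-1 was scored as loss of CellTiter-Glo luminescence following 72 h incubation with compound. Values come from curve fitting of normalized concentration-response data.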
HepG2 tox – counter-screen for TGF-b inhibitors: cytotoxicity in HepG2 cells. HepG2 CAGA-GFP viability, ATP luminescence, 18 h. Potency, µM (highest dose often 46.1 µM), for the others: at the highest dose activity change, negative = cytotoxicity, usual class: cytotoxic. hit rate 0.76% among 410,000. AID 588856; note: potency is the fitted concentration of half-maximal effect; some results filed as inactive show a strong effect at the top dose
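HepG2 CAGA-GFP cells (1000/well, DMEM with 1% FBS) received compound, then TGF-beta at 500 pg/mL final, and were incubated 18 hours at 37 degrees C. Viability was read by CellTiter-Glo luminescence. Media-only wells were set as complete cell-killing and DMSO as no toxicity.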
SW480 rerep – induces DNA re-replication in SW480 colon adenocarcinoma cells | hit rate 1.8% among 340,000 | Potency, µM (highest dose often 46.1 µM), for the others: at the highest dose re-replication activation, hits mostly activators | SW480 DNA re-replication, Hoechst DNA content imaging, 48 h; note: potency is the fitted concentration of half-maximal effect; % of control where 0% means no effect; nearly all actives have a fitted effect of over 55% in size
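First, 250 cells per well were seeded. Next, compound or vehicle (23 nL) was pinned in, plates sat 48 hr at 37 C. Finally Hoechst was added for 40 min before fluorescence scanning.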
HT1080 IDH1KD tx – kills HT-1080 cells with IDH1 knockdown. hit rate 2% among 360,000. Potency, µM (highest dose often 46.1 µM), without a hit: at the highest dose activity, negative = toxicity, most hits filed as cytotoxic. HT-1080 IDH1 knockdown viability, ATP luminescence, 48 h. AID 686971;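 note: potency is the fitted concentration of half-maximal effect; 0% = DMSO wells and -100% = cell-free medium wells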
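Cytotoxicity counter-line: IDH1KD HT-1080, 48 h, CellTiter-Glo. Curves classed by r2, magnitude and activity.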
ATXN2 expr inh – reduces ATXN2 reporter expression in HEK-293 cells; HEK-293 ATXN2-luciferase reporter, luminescence, 24 h; Potency, µM (doses to about 57 µM), for inactives: at the top dose activity change, negative = inhibition, hits mostly inhibitors; hit rate 0.72% among 360,000; AID 1745845; note: potency is the fitted concentration of half-maximal effect; % is set by controls: 0 for no effect and ±100 for the full control effect; nearly all actives have a fitted effect of over 55% in size
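qHTS (up to 57 uM final) was run with 24 h compound exposure of reporter cells at 37 °C. Each well was multiplexed: SteadyGlo luminescence measured ATXN2-luciferase expression after a fluorogenic Gly-Phe-AFC viability readout (25 uM final).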
Numbers without * were called inactive; i = inactive; ? = inconclusive; / = not tested or not shown; [ ] = remark or other dose. Unless noted, calls come from the whole dose curve; as a rule, active = well fitted curve in the direction sought with a large enough effect; inconclusive = small, poorly fitted or top-dose-only effect, or another doubt; inactive = no such curve, though single readings can be large; an effect the other way counts as inactive or inconclusive.

no. | structure | S2 tox | HT1080-NT tox | IL1B secr inh | MCF10A rereplic | KB-3-1 cytotox
1 | COc1ccc(N2CCN(C(=O)CNC(=O)c3ccc(Br)o3)CC2)cc1 | i | 5% | i | 7% | 8%
2 | CCCCC1(C)NC(=O)N(CC(=O)Nc2ccc(Cl)cc2C)C1=O (stereo unspecified) | i | -12% | 0 | ? | 19%
3 | CCC1Oc2ccc(C)cc2N(CC(=O)NCCCN2CCOCC2)C1=O (stereo unspecified) | i | 1% | 28 | -4% | 4%
4 | C[C@H]1CN([C@@H](C)CO)C(=O)c2cc(C#Cc3ccccn3)cnc2O[C@@H]1CN(C)Cc1ccccc1 | ? | 6% | -9 | / | ?
5 | CCOC(=O)C1=CCC(c2ccc(CC)cc2)N(S(=O)(=O)c2ccc(C)cc2)C1 (stereo unspecified) | ? | -23% | 47 | / | -6%
6 | OC(CN1CCN(C(c2ccccc2)c2ccccc2)CC1)c1ccccc1 (stereo unspecified) | i | 0% | 0 | ? | -29%
7 | Clc1ccc(C(c2nnnn2C2CCCC2)N2CCN(Cc3ccncc3)CC2)cc1 (stereo unspecified) | i | -10% | -19 | -3% | -23%
8 | CN1CCN(C2CN(Cc3cn(Cc4cccc(Cl)c4)nn3)S(=O)(=O)C2)CC1 (stereo unspecified) | i | 15% | -1 | / | 3%
9 | CCCS(=O)(=O)NC(=O)C1(C)CCN(C(=O)c2cc(C)oc2C)C1 (stereo unspecified) | i | 6% | 24 | / | 0%
10 | C[C@@H]1CCC[C@H](C)N1NC(=O)c1ccc(Cl)c(S(N)(=O)=O)c1 | i | 1% | -24 | 4% | 0%

no. | HepG2 tox | SW480 rerep | HT1080 IDH1KD tx | ATXN2 expr inh
1 | 0% | -23% | 10% | -6%
2 | -8% | -2% | -2% | 4%
3 | 16% | -5% | 6% | 4%
4 | -1% | / | 5% | 9%
5 | -35% | / | ? | 0%
6 | -27% | -8% | 7% | 7%
7 | -16% | 12% | -14% | -4%
8 | / | / | 11% | 6%
9 | 4% | / | 10% | 13%
10 | 1% | -4% | -2% | 10%

(next part)
no. | structure | S2 tox | HT1080-NT tox | IL1B secr inh | MCF10A rereplic | KB-3-1 cytotox
11 | COc1ccc2sc(N(CCCN(C)C)C(=O)c3ccc(S(=O)(=O)N4CCCC4)cc3)nc2c1 | i | -4% | ? | -2% | -6%
12 | CN(C)S(=O)(=O)c1cccc(NC(=S)N/N=C/C2CC=CCC2)c1 (stereo unspecified) | / | -4% | 35 | -33%[inhibitor] | -9%
13 | O=C(Nc1ccccc1)c1ccc(-c2ccccc2Cl)o1 | i | 0% | -17 | 21% | 3%
14 | COC(CNC(=O)c1ccc2c(c1)ncn2-c1cccc(C)c1)OC | i | 27% | -19 | 3% | -4%
15 | O=C(COC(=O)Cc1ccc(F)cc1)NCCc1ccccc1 | i | -4% | -6 | -4% | 22%
16 | CCSc1cc(N2CCOCC2)nc(-c2ccc(Cl)cc2)n1 | i | 2% | -14 | ? | -5%
17 | CCOC(=O)c1c(/N=C/C2=C(O)CC(C)(C)CC2=O)sc2c1CCCC2 | i | 19% | / | -21% | 0%
18 | CCCCN(C)C(=O)c1sc(=O)n(CC(=O)c2ccccc2OC)c1C | i | 20% | 18 | / | 11%
19 | O=C(/C=C/c1ccc(O)c([N+](=O)[O-])c1)c1ccc2ccccc2c1 | i | -14% | -20 | 7.3µM* | -18%
20 | CCOC(=O)C1=C(c2cccc(F)c2)NC(=S)NC1C (stereo unspecified) | i | 4% | 0 | 3% | 1%

no. | HepG2 tox | SW480 rerep | HT1080 IDH1KD tx | ATXN2 expr inh
11 | -11% | 1% | -5% | -8%
12 | 6% | -3% | -3% | 13%
13 | -13% | -17% | -5% | 44%[activator]
14 | 6% | 11% | 23% | 14%
15 | -14% | -2% | -1% | 31%
16 | 1% | -2% | 10% | -23%
17 | -29% | 62% | 6% | -15%
18 | 9% | / | 18% | 8%
19 | -19% | ? | ? | -19%
20 | -15% | -11% | 4% | -7%

Next compounds follow:
no. | structure | S2 tox | HT1080-NT tox | IL1B secr inh | MCF10A rereplic | KB-3-1 cytotox
21 | COC(=O)c1c(NC(=O)c2ccc(OC(C)C)cc2)sc2c1CC(C)(C)NC2(C)C | i | -4% | -18 | 8% | 2%
22 | Cc1ccc(S(=O)(=O)N2CCCCC2)cc1C(=O)NCCCN1CCOCC1 | i | 0% | 3 | 13% | 0%
23 | Cc1ccc(-n2c(SCC(=O)NCc3ccccc3)nc3n[nH]c(C)c3c2=N)cc1Cl | i | / | / | / | -6%
24 | O=C(NC1CCCC1)C1CCN(C(=O)c2cc(Cl)ccc2Cl)CC1 | i | 11% | 34 | 13% | 0%
25 | COc1ccc2c(CNCCc3ccco3)c(C(=O)O)n(Cc3ccccc3)c2c1 | i | / | / | / | -6%
26 | O=C(NCC1COc2ccccc2O1)c1cccc(S(=O)(=O)N2CCN(c3ccccc3)CC2)c1 (stereo unspecified) | i | -10% | -4 | ? | -1%
27 | O=C(CCc1nnc2ccc(NCc3ccco3)nn12)N1CCN(c2ccccc2)CC1 | i | 5% | 23 | 12% | -12%
28 | CCc1ccccc1NC(=O)CSc1ncc2c(n1)-c1ccccc1N(C)S2(=O)=O | i | / | / | / | 3%
29 | Cc1ccc(C2=NN(C(=O)CSc3nc(N)cc(N)n3)C(c3ccco3)C2)cc1 (stereo unspecified) | i | -11% | -23 | -2% | 0%
30 | CCN(Cc1ccc(OC)c(F)c1)C(=O)c1oc2ccccc2c1COC | i | -21% | 42 | 10% | 5%

no. | HepG2 tox | SW480 rerep | HT1080 IDH1KD tx | ATXN2 expr inh
21 | -22% | -10% | 0% | -10%
22 | 8% | 0% | -6% | 2%
23 | -46% | / | / | -12%
24 | -2% | -3% | -5% | -11%
25 | 9% | / | / | 6%
26 | -8% | 9% | -19% | -12%
27 | -13% | -3% | 17% | 5%
28 | 8% | / | / | -3%
29 | -25% | -5% | 0% | 8%
30 | 3% | -6% | -25% | -11%

Going on with the list.
no. | structure | S2 tox | HT1080-NT tox | IL1B secr inh | MCF10A rereplic | KB-3-1 cytotox
31 | CC(=O)NC(c1ccccc1)c1nc(-c2cccc(F)c2)cs1 (stereo unspecified) | i | 7% | -21 | / | 0%
32 | CCOC(=O)c1ccc2nc(NC(=O)c3cccs3)sc2c1 | i | -20% | -21 | ? | 0%
33 | Cn1c(-c2c(N)n(-c3ccccc3)c3nc4ccccc4nc23)nc2ccccc21 | / | -13% | 0 | 8.2µM* | 5%
34 | NS(=O)(=O)c1ccc(NC(=O)CN2CCc3ccccc32)cc1 | i | -4% | / | -1% | -1%
35 | CCc1cccc(CC)c1NC(=S)Nc1cccc(Cl)c1Cl | i | 0% | 21 | -6% | -7%
36 | Cc1cccc(C)c1NC(=O)CN1C(=O)S/C(=C\c2cccn2C)C1=O | ? | 9% | -19 | 0% | 15%
37 | Cc1ccc(NC(=O)Cn2c(=O)oc3cc(S(=O)(=O)N4CCC(C)CC4)ccc32)cc1C | ? | ? | 19 | 21µM* | ?
38 | CCN(CC)S(=O)(=O)c1ccc(C(=O)NCc2n[nH]c(=S)n2Cc2ccccc2)cc1 | i | 8% | 75 | ? | 2%
39 | COc1ccc(S(=O)(=O)N(C)C)cc1NC(=O)COC(=O)C1CC1 | i | -2% | 0 | 3% | 20%
40 | OCc1nc(CO)n(Cc2ccccc2)n1 | i | 2% | 7 | -22% | -5%

no. | HepG2 tox | SW480 rerep | HT1080 IDH1KD tx | ATXN2 expr inh
31 | -6% | / | 4% | 6%
32 | -37% | 7% | ? | 41%[activator]
33 | -34% | 15µM* | -17% | 2%
34 | 6% | -6% | -4% | 34%
35 | 18µM* | 29% | 2% | 1%
36 | 10% | 2% | 7% | ?
37 | -92% | ? | ? | ?
38 | 1% | 4% | ? | 20%
39 | 3% | 1% | 3% | 6%
40 | -42% | -4% | 7% | 3%

In the list so far, these contain fluorine:
no. | structure | S2 tox | HT1080-NT tox | IL1B secr inh | MCF10A rereplic | KB-3-1 cytotox
15 | O=C(COC(=O)Cc1ccc(F)cc1)NCCc1ccccc1 | i | -4% | -6 | -4% | 22%
20 | CCOC(=O)C1=C(c2cccc(F)c2)NC(=S)NC1C (stereo unspecified) | i | 4% | 0 | 3% | 1%
30 | CCN(Cc1ccc(OC)c(F)c1)C(=O)c1oc2ccccc2c1COC | i | -21% | 42 | 10% | 5%
31 | CC(=O)NC(c1ccccc1)c1nc(-c2cccc(F)c2)cs1 (stereo unspecified) | i | 7% | -21 | / | 0%

no. | HepG2 tox | SW480 rerep | HT1080 IDH1KD tx | ATXN2 expr inh
15 | -14% | -2% | -1% | 31%
20 | -15% | -11% | 4% | -7%
30 | 3% | -6% | -25% | -11%
31 | -6% | / | 4% | 6%

Next results
no. | structure | S2 tox | HT1080-NT tox | IL1B secr inh | MCF10A rereplic | KB-3-1 cytotox
41 | Cc1ccnc(NC(=O)c2ccc3[nH]c(=O)c(=O)[nH]c3c2)c1 | i | 8% | 36 | -4% | 1%
42 | Cc1nn(C(C)C(=O)NCCc2ccco2)c(=O)c2nn(-c3ccccc3)c(C)c12 (stereo unspecified) | i | 2% | 5 | -1% | 10%
43 | Nc1sc2c(c1C(=O)NC1CCS(=O)(=O)C1)CCC2 (stereo unspecified) | i | 21% | 2 | 0%[9.22 µM] | 18%
44 | COc1cccc(NC(=O)CSc2nccn2Cc2ccc3c(c2)OCO3)c1 | i | / | / | / | -4%
45 | COc1ccc(C(=O)Nc2cc(=O)n(C)c(=O)n2C)cc1OC | i | 12% | 8 | -2% | 1%
46 | C/C(=N\NC(N)=S)C1(C)CCCCC1 | i | 12% | -2 | 15% | 1%
47 | CC(C)N(C(C)C)S(=O)(=O)c1ccc(NN)nc1 | i | ? | 94 | -1% | ?

no. | HepG2 tox | SW480 rerep | HT1080 IDH1KD tx | ATXN2 expr inh
41 | 8% | ? | 6% | /
42 | -13% | -9% | 20% | 2%
43 | 10% | -18% | 12% | -6%
44 | -8% | / | / | 0%
45 | -17% | 3% | -6% | 0%
46 | 0% | 426% | 13% | -12%
47 | -23% | ? | ? | /
